Source: PubChem BioAssay (National Center for Advancing Translational Sciences (NCATS))
TGFb SMAD3 inh: inhibitors of TGF-b signaling; HepG2 CAGA-GFP TGF-b/SMAD3 reporter, GFP fluorescence, 18 h; TGF-beta stimulated, 500 pg/mL final; Potency, µM (titrated, usually from 46.1 µM), inactives show at the top dose activity, negative = inhibition, actives largely listed as inhibitors; 410,000 compounds, 1.2% hits; also: potency is read from the fitted curve at half-maximal effect; % is scaled to controls: 0 for no effect and ±100 for the full control effect; nearly all actives have a fitted effect of over 65% in size
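HEPG2 CAGA-GFP cells (1000/well, DMEM with 1% FBS) were pre-incubated 2 h at 37 degrees C, given compound by pin tool, then stimulated with TGF-beta at 500 pg/mL final for 18 h before per-cell GFP fluorescence imaging.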
A549 viability: counter-screen for Nrf2 inhibitors: cytotoxicity in A549 cells; A549 ARE-Fluc cells, CellTiter-Fluor viability, 18-24 h; Potency, µM (series often up to 46 µM), inactives show at the highest dose activity change, negative = cytotoxicity, most hits filed as inhibitors; 390,000 compounds, 0.16% hits; AID 504648; also: potency is read from the fitted curve at half-maximal effect; % is scaled to controls: 0 for no effect and ±100 for the full control effect
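A549 ARE-Fluc cells in 5% FBS OPTI-MEM, 5000 cells/well, rested 2 h then exposed to compounds in concentration-response for 18-24 h at 37 °C. Viability by CellTiter-Fluor fluorescence (Ex 405/Em 525) after 30 min; luciferase luminescence (BugLite, 15 min, RT) read afterwards.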
CCT modulator: cytosolic chaperonin activity modulation; purified chaperonin ATPase assay, HTRF ADP detection, 30 min; activity change, % (test concentration not listed), hits read low; 360,000 compounds, 0.3% hits; in the data active = activity change below about -30%; also: % is scaled to controls: 0 for no effect and ±100 for the full control effect
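Nucleotide hydrolysis assay: TRiC at 20–40 nM final (set by batch activity) with 10 uM ATP, 30 min at 37 °C, in presence of 76 uM compound. Detection by competitive ADP HTRF, 30 min ambient.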
Nrf2 inh: inhibitors of Nrf2 signaling; Potency, µM (top dose mostly 46 µM), for inactives: at the highest dose activity change, negative = inhibition, actives largely listed as inhibitors; 360,000 compounds, 2.1% hits; A549 ARE-Fluc reporter, luciferase luminescence, 18-24 h; also: potency is read from the fitted curve at half-maximal effect; % is scaled to controls: 0 for no effect and ±100 for the full control effect; nearly all actives have a fitted effect of over 60% in size
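In this cell-based qHTS, ARE-driven firefly luciferase in A549 cells reports Nrf2 activity; the luminescent signal after BugLite lysis is the measured value, with a prior CellTiter-Fluor read for cell health.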
Nrf2 ARE act: activators of Nrf2 (ARE) signaling; AREc32 ARE-luciferase reporter (MCF7-derived line), luminescence, 24 h; Potency, µM (titrated, usually from 46.1 µM), inactives show top-dose activation, usual class: activators; 410,000 compounds, 0.31% hits; also: potency is read from the fitted curve at half-maximal effect; % of control where 0% means no effect; nearly all actives have a fitted effect of over 65% in size
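Luminescent ARE reporter assay in AREc32_Fluc cells: overnight plating at 37 deg C, 24 hr compound incubation, Steady-Glo added, 30 min RT before reading.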
MmCpn inh: M. maripaludis TRiC chaperonin inhibition; AID 504842; purified Mm-Cpn ATPase, ADP Transcreener TR-FRET; 330,000 compounds, 0.031% hits; Potency, µM (titrated, usually from 76.9 µM), inactives show at the top dose activity, negative = inhibition, most hits filed as inhibitors; also: potency is read from the fitted curve at half-maximal effect; % is scaled to controls: 0 for no effect and ±100 for the full control effect; nearly all actives have a fitted effect of over 80% in size
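ATPase read-out: TR-FRET ADP immunoassay (anti-ADP Eu cryptate vs ADP-d2), ex 320 nm, em 590/665 nm; signal drops as ADP forms. Enzyme 25 nM, ATP 10 uM, 30 min at 37°C after 10 min compound preincubation.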
Akt phos inh: inhibitors of Akt phosphorylation. 360,000 compounds, 0.32% hits. activity change, % for hits at 50 µM. Neuro2A IGF-stimulated pAkt S473 HTRF, 20 min; stronger effect = lower value; in the data active = activity change below about -80%; inconclusive = mostly about -51% to -80%; also: % is scaled to controls: 0 for no effect and ±100 for the full control effect
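Neuro2A cells in DMEM with 0.5% FBS, overnight at 37 deg C, given compound at single 50 µM final, then IGF (6 nM final) for 20 min at 37 deg C. Lysed; phospho-Akt Ser473 by HTRF after 24 h, 665/615 ratio.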
S2 tox: viability counter-screen for ATXN expression inhibitors | S2 cells (HEK-293 line with an ATXN2-luciferase reporter) viability, CellTiter-Fluor protease fluorescence, 24 h | Potency, µM (series often up to 56.7 µM), actives largely listed as cytotoxic | 400,000 compounds, 0.49% hits | AID 651635; also: potency is read from the fitted curve at half-maximal effect; nearly all actives have a fitted effect of over 40% in size
HepG2 tox: HepG2 cytotoxicity, counter-screen for TGF-b inhibitors; HepG2 CAGA-GFP viability, ATP luminescence, 18 h; Potency, µM (titrated, usually from 46.1 µM), without a hit: top-dose activity change, negative = cytotoxicity, usual class: cytotoxic; 410,000 compounds, 0.76% hits; also: potency is read from the fitted curve at half-maximal effect; some results filed as inactive show a strong effect at the top dose
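HepG2 CAGA-GFP cells (1000/well, DMEM with 1% FBS) received compound, then TGF-beta at 500 pg/mL final, and were incubated 18 hours at 37 degrees C. Viability was read by CellTiter-Glo luminescence. Media-only wells were set as complete cell-killing and DMSO as no toxicity.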
* = called active by the depositor; i = inactive; ? = inconclusive; · = not tested or not shown. Unless noted, calls follow the shape of the dose curve; as a rule, active = well fitted curve in the direction sought with a large enough effect; inconclusive = small, poorly fitted or top-dose-only effect, or another doubt; inactive = no such curve, though single readings can be large; an effect the other way counts as inactive or inconclusive.

nr	SMILES	TGFb SMAD3 inh	A549 viability	CCT modulator	Nrf2 inh	Nrf2 ARE act
1	COc1cccc(C(=O)N2CCN(Cc3ccccc3C(F)(F)F)CC2)c1	11%	-1%	1.7	-10%	0.3%
2	O=C(COC(=O)CCc1ccc(S(=O)(=O)N2CCOCC2)cc1)NCc1ccc(Cl)cc1	-3%	-5%	-7.5	?	-0.6%
3	CN(CC(=O)Nc1cccc(F)c1)C(=O)Cc1n[nH]c(=O)c2ccccc12	-4%	-4%	-0.3	-25%	0.2%
4	Cc1cc(NC(=O)c2ccc(Cl)cc2)cc(C)c1OCC(=O)N1CCOCC1	-9%	1%	1.6	5%	1.9%
5	CCOc1cc(C(N)=O)cc(Br)c1OCc1ccccc1	-1%	13%	-3.0	-2%	12%
6	CCOC(=O)C1=C(CNCc2ccc(C)cc2)NC(=O)NC1c1ccc(OC)cc1 (stereo not drawn)	-8%	?	-0.3	·	0.1%
7	O=S(=O)(c1ccc(Br)s1)N1CCN(CCOc2ccccc2)CC1	?	1%	-0.1	?	-0.4%
8	Cc1oc(/N=C/c2ccc(F)cc2)c(C#N)c1C	30%	0%	-2.0	8%	0.2%
9	CC(C)[C@H](CO)Nc1nc(NCc2ccc(S(N)(=O)=O)cc2)c2ncn(C(C)C)c2n1	?	-11%	-0.3	-3%	-3.4%
10	CCCCSc1nnc(CCC)n1N	0%	-17%	-2.3	-22%	-0.4%

nr	MmCpn inh	Akt phos inh	S2 tox	HepG2 tox
1	-1%	i	i	-1%
2	-1%	i	?	-3%
3	2%	i	i	2%
4	-3%	i	i	-4%
5	0%	i	·	-6%
6	0%	i	?	-6%
7	1%	i	i	-22%
8	0%	i	i	7%
9	1%	i	?	-1%
10	1%	i	i	0%

Remaining list, next part:
nr	SMILES	TGFb SMAD3 inh	A549 viability	CCT modulator	Nrf2 inh	Nrf2 ARE act
11	COc1cc(OC)cc(C2=Cc3ccc(OC)cc3C(CC(C)=O)N2c2ccc(C#CC3(N)CCCCC3)cc2)c1 (stereo not drawn)	·	·	0.2	·	-4.5%
12	CC1C(=O)CCC1(C(=O)O)c1ccccc1 (stereo not drawn)	0%	2%	-0.5	7%	2.2%
13	Cc1cccn2c(=O)nc(SCC(=O)NCCc3ccccc3)nc12	24%	4%	1.6	8%	4.1%
14	COc1cccc(N=C2CC(C)(C)CC(=O)/C2=C(/O)c2ccccc2)c1	0%	0%	2.3	4%	-0.4%
15	CCOC(=O)c1c(C)[nH]c(C(=O)CN2C(=O)NC(C)(c3ccc(C)cc3)C2=O)c1C (stereo not drawn)	-17%	-4%	-1.5	-28%	0.5%
16	CCn1c(SCC(=O)NC2CCCC2)nnc1C(C)NC(=O)c1ccccc1F (stereo not drawn)	1%	1%	-0.4	9%	0.1%
17	CN(C)CC(c1ccccc1)c1ccccc1	0%	0%	-0.5	-3%	-0.2%
18	COc1ccc(OC2OC3COC(C)(C)OC3C(O)C2NC(C)=O)cc1 (stereo not drawn)	8%	-5%	-3.4	·	-0.4%
19	Cc1ccc(CS(=O)(=O)c2ncc(Cl)c(C(=O)Nc3ccc(OC(F)F)cc3)n2)cc1	10µM*	?	0.2	?	-2.0%
20	Cc1ccc(C(=O)N2CCC(C)CC2)cc1NC1=NC2CS(=O)(=O)CC2S1 (stereo not drawn)	6%	-7%	0.4	3%	-0.1%

nr	MmCpn inh	Akt phos inh	S2 tox	HepG2 tox
11	·	i	18µM*	·
12	2%	i	i	-5%
13	1%	i	i	0%
14	-1%	i	i	-18%
15	-4%	i	i	-28%
16	1%	i	i	-10%
17	1%	i	i	-32%
18	-3%	i	i	0%
19	-4%	i	?	18µM*
20	4%	i	i	1%

(further entries)
nr	SMILES	TGFb SMAD3 inh	A549 viability	CCT modulator	Nrf2 inh	Nrf2 ARE act
21	CCNC(=O)CC1C(=O)N(c2ccc(OC)cc2)C(=O)N1CCOC (stereo not drawn)	10%	-4%	-0.1	2%	0.0%
22	O=C(c1cc2c(s1)CCCC2)n1cccn1	10%	9%	0.1	5%	2.7%
23	CCn1c(NC)cc(=O)n(C)c1=O	2%	1%	0.7	1%	-1.4%
24	O=C(N/N=C/c1ccc(F)cc1)c1cccc(NC(=O)c2ccccc2Cl)c1	-12%	-3%	-0.2	0%	3.7%
25	CCc1ccc(CCC(=O)Nc2sc3c(c2C#N)CCCC3)o1	-35%	?	-1.4	?	2.9%
26	Cc1cc(C(=O)N2CC(C)CC(C)C2)n(-c2ccccc2)n1 (stereo not drawn)	?	-2%	-3.2	-2%	-0.3%
27	Cc1cc(NS(=O)(=O)c2ccc3c(c2)OCCO3)no1	-12%	-17%	0.8	-11%	-0.3%
28	CCCCN(CCCNC(=O)c1ccc(CS(=O)(=O)c2c(Cl)cccc2Cl)o1)Cc1ccccc1	5%	-10%	0.5	?	1.8%
29	O=C(CSc1nnc(NC(=O)Cc2ccccc2)s1)NCc1ccco1	7%	0%	-2.6	-10%	1.8%
30	CCCc1cc(=O)oc2cc(OC(C)C(=O)NCCCn3ccnc3)ccc12 (stereo not drawn)	1%	2%	-2.6	8%	-0.2%

nr	MmCpn inh	Akt phos inh	S2 tox	HepG2 tox
21	1%	i	i	15%
22	-3%	i	i	5%
23	1%	i	i	3%
24	2%	i	i	-12%
25	0%	i	?	-1%
26	-1%	i	?	2%
27	?	i	i	9%
28	2%	i	i	-28%
29	-2%	i	i	-4%
30	2%	i	i	-16%

Four compounds picked at random from the list so far:
nr	SMILES	TGFb SMAD3 inh	A549 viability	CCT modulator	Nrf2 inh	Nrf2 ARE act
23	CCn1c(NC)cc(=O)n(C)c1=O	2%	1%	0.7	1%	-1.4%
27	Cc1cc(NS(=O)(=O)c2ccc3c(c2)OCCO3)no1	-12%	-17%	0.8	-11%	-0.3%
30	CCCc1cc(=O)oc2cc(OC(C)C(=O)NCCCn3ccnc3)ccc12 (stereo not drawn)	1%	2%	-2.6	8%	-0.2%
25	CCc1ccc(CCC(=O)Nc2sc3c(c2C#N)CCCC3)o1	-35%	?	-1.4	?	2.9%

nr	MmCpn inh	Akt phos inh	S2 tox	HepG2 tox
23	1%	i	i	3%
27	?	i	i	9%
30	2%	i	i	-16%
25	0%	i	?	-1%

(list continues)
nr	SMILES	TGFb SMAD3 inh	A549 viability	CCT modulator	Nrf2 inh	Nrf2 ARE act
31	Cc1cccc(C(=O)c2ccccc2C(=O)O)c1	-10%	0%	-0.7	-22%	-0.8%
32	O=C(CSc1nnc(Nc2ccccc2F)s1)NCc1ccco1	?	-2%	-1.2	-4%	15%
33	CCCCn1c(N)c(N(CCC(C)C)C(=O)c2ccccc2C)c(=O)[nH]c1=O	16%	2%	-0.1	-1%	-0.3%
34	CC(C)(C)c1ccc(C(=O)NC2(C(F)(F)F)NC(=O)N(CCc3ccccc3)C2=O)cc1 (stereo not drawn)	10µM*	?	·	?	1.5%
35	COc1cc(F)ccc1-c1csc(C(O)c2ccccc2)n1 (stereo not drawn)	-2%	·	-1.1	·	4.5%
36	O=S1(=O)CC(N2CCCC2)CN1Cc1cn(Cc2ccc(F)cc2)nn1 (stereo not drawn)	·	·	0.0	·	0.2%
37	O=c1ccc(-c2n[nH]c(=S)n2-c2ccc(F)c(Cl)c2)n[nH]1	10%	0%	-2.3	0%	3.9%
38	CC1(C)C2CCC1(CS(=O)(=O)NCc1ccc(S(N)(=O)=O)cc1)C(=O)C2 (stereo not drawn)	-3%	-5%	-4.3	20%	0.3%
39	Cc1cc(C)c(S(=O)(=O)NCCCN2CCOCC2)cc1Br	3%	-5%	0.9	11%	0.5%
40	O=Nc1[nH]c(=O)c(/C=C(\O)c2ccccc2)nc1NO	-1%	-20%	1.0	-11%	4.0%

nr	MmCpn inh	Akt phos inh	S2 tox	HepG2 tox
31	-3%	i	i	-3%
32	0%	i	i	-15%
33	4%	i	i	0%
34	·	·	?	20µM*
35	·	i	i	-32%
36	·	i	i	·
37	2%	i	i	-4%
38	1%	i	i	0%
39	2%	i	i	0%
40	-1%	i	i	-22%

Going on with the list.
nr	SMILES	TGFb SMAD3 inh	A549 viability	CCT modulator	Nrf2 inh	Nrf2 ARE act
41	CCOc1ccc(C(=O)Nc2ccc3c(c2)OCCO3)cc1	-1%	-3%	0.3	?	-1.5%
42	COc1ccc(NC(=O)/C=C/c2ccc(F)cc2)cn1	?	1%	1.0	?	4.3%
43	COc1cc(C(=O)Nc2cccc(-c3nc4cc(C)ccc4o3)c2C)cc(OC)c1OC	0%	-8%	-1.3	-25%	0.2%
44	CC1CCCCC1NC(=O)CN1CCC(NC(=O)c2cccc(F)c2)CC1 (stereo not drawn)	7%	5%	0.6	0%	-0.4%
45	O=C(Nc1cc(Cl)ccc1N1CCOCC1)C1=COCCO1	-5%	27%	1.3	3%	0.3%
46	O=C(OCC(=O)N1CCOCC1)c1cc(S(=O)(=O)N2CCOCC2)c(Cl)cc1Cl	-6%	7%	-0.1	-1%	-0.6%

nr	MmCpn inh	Akt phos inh	S2 tox	HepG2 tox
41	1%	i	i	-33%
42	1%	i	i	-24%
43	-19%	-105%*	?	7%
44	-5%	i	i	3%
45	-2%	i	i	-22%
46	0%	i	i	4%
